Assay outcomes as filed in PubChem.
Pf growth 48h: Primary qHTS for delayed death inhibitors of the malarial parasite plastid, 48 hour incubation; P. falciparum luciferase growth in erythrocytes, 48 h; Potency, µM (top dose mostly 28.7 µM), for the others: at the highest dose activity change, negative = inhibition, usual class: inhibitors; hit rate 5.9% among 310,000; note: potency is the fitted concentration of half-maximal effect; % is set by controls: 0 for no effect and ±100 for the full control effect
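A one-generation exposure of luciferase-tagged malaria parasites in RPMI 1640/Albumax erythrocyte culture, 37 C and 5% CO2. Inhibition is inferred from decreased luminescence after adding detection reagent.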
Pf growth 96h: Primary qHTS for delayed death inhibitors of the malarial parasite plastid, 96 hour incubation; P. falciparum luciferase reporter growth, 96 h; Potency, µM (top dose mostly 28.7 µM), without a hit: top-dose activity change, negative = inhibition, hits mostly inhibitors; hit rate 6.9% among 320,000; AID 504834, 2011; note: potency is the fitted concentration of half-maximal effect; % is set by controls: 0 for no effect and ±100 for the full control effect
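Cell-based qHTS: luciferase-tagged P. falciparum in erythrocytes (2% hematocrit, 0.05% parasitemia final) incubated with compounds for 96 hours, 37 C, 5% CO2; luciferase detection reagent then added and luminescence measured.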
CHX counter: Cycloheximide Counterscreen for Small Molecule Inhibitors of Shiga Toxin | hit rate 12% among 300,000 | max response, % | cell reporter, cycloheximide protein synthesis inhibition counterscreen; in the data active = max response mostly above about 13%, no sharp cut-off; inactive = mostly below about 14%; note: read at 38.3 µM for the half of the compounds with a filed dose; 0% is about no effect
Sm TGR block: qHTS Assay for the Inhibitors of Schistosoma Mansoni Peroxiredoxins; Schistosoma mansoni thioredoxin glutathione reductase (TGR), Q962Y6; purified TGR, DTNB reduction, TNB absorbance 405 nm; Potency, µM (doses to about 114 µM), inactives show top-dose activity change, negative = inhibition, hits mostly inhibitors; hit rate 3% among 360,000; AID 485364, 2010; note: potency is the fitted concentration of half-maximal effect; % is set by controls: 0 for no effect and ±100 for the full control effect; nearly all actives have a fitted effect of over 60% in size
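TGR 20 nM + NADPH 100 uM (dispensed conc.), cpd preinc 15 min RT; start with NADPH (500 uM addition) then DTNB (15 mM addition). Kinetic TNB absorbance, 405 nm filter. Four-parameter Hill fit across titration.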
Shiga toxin inh: A qHTS for Small Molecule Inhibitors of Shiga Toxin; inhibition, % at 38.7 µM; hit rate 9.2% among 290,000; Vero cells, Shiga toxin protein synthesis inhibition reporter; in the data active = inhibition mostly above about 28%, no sharp cut-off; inactive = mostly below about 43%; note: 0% is about no effect
Giardia FBPA inh: qHTS Assay for Inhibitors of Fructose-1,6-bisphosphate Aldolase from Giardia Lamblia; AID 2451, 2010; Potency, µM (titrated, usually from 59.6 µM), without a hit: top-dose activity, negative = inhibition, hits mostly inhibitors; purified Giardia FBPA; hit rate 0.71% among 290,000; note: potency is the fitted concentration of half-maximal effect; % is set by controls: 0 for no effect and ±100 for the full control effect; nearly all actives have a fitted effect of over 55% in size
Target sequence (A8B2U2 whole entry, looked up): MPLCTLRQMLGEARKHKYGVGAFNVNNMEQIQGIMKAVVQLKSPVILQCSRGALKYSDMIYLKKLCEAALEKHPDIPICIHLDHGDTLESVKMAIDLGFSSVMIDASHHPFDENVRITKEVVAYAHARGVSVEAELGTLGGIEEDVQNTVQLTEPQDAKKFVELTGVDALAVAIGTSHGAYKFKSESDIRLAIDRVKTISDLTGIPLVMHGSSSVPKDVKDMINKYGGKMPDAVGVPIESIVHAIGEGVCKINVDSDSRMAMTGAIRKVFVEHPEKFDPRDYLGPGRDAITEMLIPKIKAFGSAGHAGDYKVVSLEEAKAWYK
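40 nM FBPA preincubated 10 min at RT with compound (up to 57.5 uM final), then substrate plus GAPDH/TPI/NAD/arsenate coupling and diaphorase/resazurin added. Fluorescence read after 20 min at RT, 525/598 nm.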
* marks the source's active call; other numbers are inactive results; u = inconclusive; x = no result given; & = joins results of further samples; [ ] = dose if it differs, or a comment. Unless noted, calls come from the whole dose curve; as a rule, active = well fitted curve in the direction sought with a large enough effect; inconclusive = small, poorly fitted or top-dose-only effect, or another doubt; inactive = no such curve, though single readings can be large; an effect the other way counts as inactive or inconclusive. Rows are unselected; any-hit rate near 24%.

Structure	Pf growth 48h	Pf growth 96h	CHX counter	Sm TGR block	Shiga toxin inh	Giardia FBPA inh
COc1ccc(CN2CCNC(=O)C2CC(=O)N2CCCN(C(C)=O)CC2)cc1OC (stereo not drawn)	17%	13%	-2	0%	-4	-8%
CN(CC(=O)Nc1ccccc1Cl)C(=O)CSc1ncc(C(F)(F)F)cc1Cl	7%	-25%	0	-9%	-5	2%
CCCCNc1ncnc2c1cnn2Cc1ccc(Cl)cc1	-27%	u	2	-9%	-10	1%
COC(=O)c1sc(NC(=O)CSc2nnc(C(C)C)n2C)nc1C	-3%	233%[activator]	-2	-3%	-4	3%
O=C(c1c(F)cccc1F)N1CCN(c2ccccc2F)CC1	6%	-7%	10	16%	-13	8%
CCN(CC)S(=O)(=O)c1cc(NC(=O)C2CCN(c3ncnc4sc(C)c(C)c34)CC2)ccc1Cl	12µM*	5.2µM*	x	2%	x	x
COc1cccc(-c2nc3c(c(SCC(=O)N4CCOCC4)n2)Cc2c(CO)cnc(C)c2O3)c1	u	13µM*	0	u	27	x
Cc1ccc(-c2nnc(N3CCCCCC3)c3ccccc23)cc1	u	u	-2	-20%	-10	11%
Cc1csc(NC(=O)Nc2ccccc2[N+](=O)[O-])n1	62%[activator]	u	40*	x	68*	-6%
CC(C)OC(=O)c1c(NC(=O)CCC(=O)O)sc2c1CCCCC2	-2%	-17%	-2	3%	-3	u
c1ccc(Oc2nc(NCc3ccco3)nc(NCc3ccco3)n2)cc1	u	u	4	u	16	-4%
Cc1nc2ccccn2c1C(=O)N/N=C/c1ccc([N+](=O)[O-])cc1	12%	11%	0	1%	-6	3%
CC(C)CC(=O)Nc1nnc(SCC(=O)NCC2CCCO2)s1 (stereo not drawn)	7%	u	-2	1%	13	-9%
CCOC(=O)CCc1c(C)c2ccc(O)cc2oc1=O	-7%	u	13*	4%	-1	11%
N#C/C(=C\c1ccc(/C=C(/C#N)c2nn(CCO)c(N)c2C#N)cc1)c1nn(CCO)c(N)c1C#N	7%	0%	-1	-4%	-9	9%
CCn1cc(CN2CCc3c([nH]c4ccccc34)C2c2ccc(F)c(OC)c2)c(C)n1 (stereo not drawn)	12µM*	u	3	-10%	4	-12%
COc1ccc(NC(=S)N2CCCC2c2ccc(OC)c(OC)c2)cc1 (stereo not drawn)	-3%	-40%	6	-4%	-14	0%
COC(=O)CCCC1=CC2=C(c3ccccc3)C(=O)C(C)(OC(=O)C3CCCC3)C(=O)C2=CN1c1ccc(OC)cc1 (stereo not drawn)	u	3%	-3	u	3	-19%[12.9 µM]
Cc1ccccc1CS(=O)(=O)c1cn(CC(=O)N2CCOCC2)c2ccccc12	-11%	-14%	9	9%	-17	x
COc1ccc(-c2cc(C(F)(F)F)nc(SCC(=O)Nc3cc(C)on3)n2)cc1	-6%	38%[activator]	-3	11%	-14	5%

The closing 3 records of the part before come first, to join the parts:
Structure	Pf growth 48h	Pf growth 96h	CHX counter	Sm TGR block	Shiga toxin inh	Giardia FBPA inh
COC(=O)CCCC1=CC2=C(c3ccccc3)C(=O)C(C)(OC(=O)C3CCCC3)C(=O)C2=CN1c1ccc(OC)cc1 (stereo not drawn)	u	3%	-3	u	3	-19%[12.9 µM]
Cc1ccccc1CS(=O)(=O)c1cn(CC(=O)N2CCOCC2)c2ccccc12	-11%	-14%	9	9%	-17	x
COc1ccc(-c2cc(C(F)(F)F)nc(SCC(=O)Nc3cc(C)on3)n2)cc1	-6%	38%[activator]	-3	11%	-14	5%
O=C(Cn1nc(-c2ccccc2)ccc1=O)NCCN1CCN(c2cccc(Cl)c2)CC1	x	u	-4	7%	-6	4%
CN(C)c1nc2n(c(=O)n1)CCO2	11%	x	-4	0%	-13	4%
COc1ccc2c(ccc[n+]2CC(=O)c2ccc(C)cc2)c1	u	u	-1	6%	15	1%
CC(NC(=O)Cc1cccs1)C(c1cccs1)N1CCN(c2ccccc2F)CC1 (stereo not drawn)	u	u	-3	6%	-23	-2%
COC(=O)c1ccc(Nc2cc(C)nc3ccccc23)cc1	u	-25%	-5	11%	-30	-6%
COC(=O)C1=C(c2ccc(F)cc2F)C[C@@H]2CC[C@H]1N2C(=O)NCCNC(C)=O	-9%	34%[activator]	x	-1%	x	x
Cc1cc(N2CCN(S(=O)(=O)c3ccc(C)c(C)c3)CC2)c2ccccc2n1	x	u	-2	5%	2	1%
CCOC(=O)c1oc2cc(OCC(=O)OC)ccc2c(=O)c1-c1ccc(OC)c(OC)c1	4%	34%[activator]	-1	0%	-14	3%
OCCNC(=S)Nc1cc(Cl)cc(Cl)c1	u	u	6	116%[activator]	-6	0%
COc1ccc(/C=N/n2c(C)nc3c([nH]c4ccccc43)c2=O)cc1CN1CCCC(C)(C)C1	12µM*	5.2µM*	-1	-1%	21	2%
O=C(Nc1nnc(Cc2ccccc2)s1)c1cnccn1	32%[activator]	20%	9	x	-3	0%
CCCC12CN3CCN(CC(C3)/C1=N\NC(=O)Nc1ccccc1)C2	-3%	u	-5	0%	-2	5%
Cc1csc(NC(=O)C2=NN(c3ccccc3)C(=O)CC2)n1	-17%	u	-1	1%	9	-7%
CCSc1nnc(CNC(=O)c2ccccc2F)n1-c1ccccc1OC	34%[activator]	6%	-2	-10%	6	6%
CCOC(=O)c1[nH]c(C)c(C(=O)Nc2ccc(C)c(F)c2)c1C	-11%	61%[activator]	0	8%	1	-4%
c1ccc(-c2nnc(SCc3nnc(-c4cccs4)o3)o2)cc1	x	-10%	9	-22%	19	5%
CN(CC(=O)NC1CCN(Cc2ccccc2)CC1)S(=O)(=O)c1ccc(Br)s1	-27%	25%	-2	-6%	-8	-1%
C/C(=N\NS(=O)(=O)c1ccc(C)c([N+](=O)[O-])c1)c1cc2ccccc2o1	x	-1%	-2	-3%	17	17%
O=S(=O)(NC1CCCC1)c1ccccc1Br	20%	24%	-4&-4	-7%	-8&15	1%&4%
CC12CCC(=O)N1C(C(=O)Nc1cc(C(F)(F)F)ccc1N1CCOCC1)CS2 (stereo not drawn)	u	u	x	-1%	x	x

Structure	Pf growth 48h	Pf growth 96h	CHX counter	Sm TGR block	Shiga toxin inh	Giardia FBPA inh
Cc1cc(C)c2c(N)c(C(=O)N3CCCCCC3)sc2n1	u	128%[activator]	5	u	0	2%
CCC(CO)NCc1ccc2c(c1)n(C)c(=O)n2C (stereo not drawn)	-7%	6%	-8	-8%	-17	-4%
O=C(NNC(=O)C1CC2CCC1C2)c1sc2ccccc2c1Cl (stereo not drawn)	85%[activator]	47%[activator]	54*	4%	85*	-3%
CCN(CC(=O)Nc1c(F)cccc1F)C(=O)/C=C/c1ccc2ccccc2n1	0%	15%	x	-11%	x	x
O=c1c2ccccc2c(C=Nc2cccc(S(=O)(=O)NC3=NCCCCC3)c2)c(O)n1Cc1ccccc1	1.7µM*	u	0	8%	-6	-4%
Cc1oc(-c2ccccc2)cc1C(=O)Nc1ccccc1	2%	3%	10	26%	20	-7%
COc1ccc(NC(=O)c2sccc2-n2cccc2)cc1	u	-8%	18	-3%	25	-1%
Cc1oc(-c2cccs2)nc1CS(=O)CC(=O)NCCCOC(C)C (stereo not drawn)	6%	2%	3	14µM*	-22	x
Cc1cc(NC(=O)CN2CCOCC2)n(-c2nc3ccccc3s2)n1	7%	13%	-1	5%	43	17%
CC(=O)Nc1ccc(S(=O)(=O)N[C@@H](C)C(=O)N(C)Cc2cccs2)cc1	-5%	-24%	x	-1%	x	x
COc1ccc(CCNC(=O)CSc2nc(-c3ccc(OC)c(OC)c3)ccc2C#N)cc1	u	10µM*	0	0%	-1	-3%
Cc1ccc(-c2ccc(CO)o2)cc1N	62%[activator]	-43%[5.75 µM]	25*	-2%	55*	2%
O=C(Nc1ccc(F)cc1)c1ccccc1	x	112%[activator]	44*	40%[activator]	103*	1%
COC(=O)C(C(=O)OC)C(C(=O)OC)C(C(=O)OC)C(=O)OC	18%	x	6	-3%	10	-1%
CCc1cccc(NC(=O)Cn2c3[n+](c4ccc(C(F)(F)F)cc42)CCCCC3)c1	4.7µM*	1µM*	-3	-7%	-5	14%
Clc1ccc(-c2nc3n(n2)Cc2ccccc2-3)cc1	x	x	66*	0%	118*	-3%
Cc1ccc(SCC(=O)N(C)CC(=O)Nc2cccc(F)c2)cc1	13%	36%[activator]	x	0%	x	x
COC(=O)CN1C(=O)C(O)(CC(=O)c2cccc(Br)c2)c2ccccc21 (stereo not drawn)	x	54%[activator]	-5	-6%	11	0%
CCCCc1cc(=O)oc2cc(C)cc(OC(C)C(=O)NC(Cc3c[nH]c4ccc(O)cc34)C(=O)O)c12 (stereo not drawn)	4%	8%	-2	-13%	-2	-20%
O=C(NNC(=O)c1nn(-c2ccc(F)cc2)ccc1=O)Nc1cccc(Cl)c1	6%	24%	-2	2%	-22	12%

Structure	Pf growth 48h	Pf growth 96h	CHX counter	Sm TGR block	Shiga toxin inh	Giardia FBPA inh
Cc1sc2nc(CSCC(=O)Nc3ccccc3C#N)[nH]c(=O)c2c1C	-8%	5.2µM*	-1	-18%	-7	-21%
Cc1cc(C)cc(NC(=O)NC2CCCCCCC2)c1	-16%	u	17*	-18%	14	x
C=CCn1c(=O)c(C(=O)Nc2ccc(C)cc2)c(O)c2ccccc21	34%[activator]	31%[activator]	18	-17%	x	4%
O=C(C1=C[C@@H](c2ccc3c(c2)OCO3)C[C@@H](OCc2ccc(CO)cc2)O1)N1CCOCC1	-13%	u	1	-14%	-6	-4%
CC(C)CCNC(=O)NC(=O)COC(=O)C1=COCCO1	-1%	7%	7	8%	24	4%
COc1ccc2cc(CN(CC3COCCO3)S(=O)(=O)c3ccccc3)c(=O)[nH]c2c1 (stereo not drawn)	-16%	13%[5.75 µM]	-1	0%	-18	-2%
Cc1cc(C(=O)OCC(=O)NC2CC2)c2ccccc2n1	10%	-18%	x	-5%	x	x
CC(=O)N1CCN(CCN=CC2=C(O)CC(c3ccc(Cl)cc3)CC2=O)CC1 (stereo not drawn)	12%	-2%	-4	u	-3	0%
CCOc1cc(/C=N/NC(=O)c2ccc(NC(=O)C3CC3)cc2)ccc1O	u	-8%	-3	2%	-26	x
Cn1nc(-c2ccccc2)c2ncc(C(F)(F)F)cc21	23%	4%	6	6%	-17	3%
Cc1nn(-c2ccc(N3CCOCC3)nn2)c(C)c1CCC(=O)Nc1ccc(F)cc1	-5%	u	21*	-1%	10	-15%
CCOc1ccc(Nc2nc(N)nc(CN3CCN(c4ccccc4F)CC3)n2)cc1	u	6%	-1	-3%	-4	0%
COC(=O)[C@H](CCSC)NC(=O)NC1CC1	65%[activator]	39%[activator]	8	13%	-14	-3%
COc1ccc(NC(=S)NCc2ccccc2Cl)c(OC)c1	u	170%[activator]	4	-4%	5	-2%
CC1(C2CC2)NC(=O)N(CC(=O)N2CCN(c3ccccc3Cl)CC2)C1=O (stereo not drawn)	2%	11%	x	0%	x	x
Cc1ccc(C(=O)NCC(=O)Nc2cccc(C(F)(F)F)c2)cc1	11%	u	-4	2%	10	6%
Cc1cc(C)n2nc(SC(C)C(=O)NC3CCCCC3C)nc2n1 (stereo not drawn)	-2%	-13%	x	3%	x	x
CCCCCC(=O)Nc1ccccc1N1CCOCC1	-4%	23%	-2	26%	16	-1%
CS(=O)(=O)N1CCC(C(=O)NCc2ccc(F)cc2)CC1	11%	u	12	18%	-12	5%
